Bioassay records: PubChem, several laboratories
CendR NRP1 mod – alters CendR peptide binding to human NRP-1. O14786. FAM-RPARPAR peptide binding to NRP-1, fluorescence polarization. inhibition, % at 25 µM. 360,000 tested, 0.85% active;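 active = inhibition or corrected inhibition above about 18%, plus a signal ratio from 0.5 to 1.5, limit read from the data, passing the limit was not always enough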; also: strong numbers were not always called active
Neddylation inh – blocks human cullin neddylation. P61081+Q13564. TR-FRET cullin neddylation, biochemical. calls only at 25 µM. 360,000 tested, 0.58% active; in the data active = inhibition above about 36%
bovine MsrA act – activators of bovine methionine sulfoxide reductase A; purified bovine MsrA, absorbance read-out; activation, % at 10.6 µM; 360,000 tested, 0.3% active; AID 602163; in the data active = activation above about 7.5%;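 also: 0% = vehicle and 100% = reference activator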
PABP1 MLLE inh – inhibitors of microRNA-mediated deadenylation, human PABP1 MLLE binding | P11940 | GST-MLLE / FITC-PAM2 fluorescence polarization | inhibition, % at 20 µM | 360,000 tested, 0.36% active | AID 588489; in the data active = inhibition above about 35%, passing the limit was not always enough;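 also: plate controls were DMSO wells with GST-MLLE for no effect and wells lacking GST-MLLE protein for full effect; some results filed as inactive read as strong as hits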
SKN-1 inh – C. elegans SKN-1 inhibition. C. elegans VP596 Pgst-4::GFP/RFP ratio, acrylamide-induced, 24 h. inhibition, % at 21.8 µM. 360,000 tested, 0.49% active. AID 624304;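 active = interference check ratio from 0.5 to 1.5 plus GFP to RFP signal ratio inhibition reaching or exceeding a fixed threshold, cut at about 30% in these data, passing the limit was not always enough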; also: some compounds called inactive have numbers as strong as hits
Rin1-Abl PPI inh – inhibitors of human Rin1-Abl protein interaction | TR-FRET Rin1/Abl binding, biochemical | AID 588664 | 360,000 tested, 0.4% active | P00519+Q13671 | inhibition, % at 7.35 µM; in the data active = inhibition above about 5%, passing the limit was not always enough
MT1-MMP act inh – inhibitors of human MT1-MMP activation; HT1080 RFP-PRO-GFP cells, GFP/RFP ratio fluorescence, overnight; percent of plate control window, DMSO zero; GFP/RFP ratio change, % at 20 µM; 360,000 tested, 0.061% active; AID 651647;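 active = GFP/RFP ratio change of at least 30% with cell ATP level not reduced by more than half and red fluorescence within 50% of control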; also: strong numbers were not always called active
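Assay system: HT1080 RFP-PRO-GFP cells. Benchmarks: DMSO vehicle wells and RFP-L50D-GFP reporter cell wells. Times: overnight cell settling, then overnight compound exposure, 37 °C, 5% CO2. Compound: 20 µM single dose, 1% DMSO. Read-out basis: GFP/RFP fluorescence ratio.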
E coli Lon inh – E. coli protease La inhibition; P0A9M0; purified E. coli Lon protease, fluorescence polarization; inhibition, % at 7.94 µM; 360,000 tested, 0.42% active; AID 602123; in the data active = inhibition above about 13%, passing the limit was not always enough;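 also: 0% = enzyme with probe and DMSO and 100% = no enzyme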
FAS TE block – FAS thioesterase (human) inhibition; AID 602261; recombinant FAS-TE, OMFH fluorogenic substrate, fluorescence endpoint; 360,000 tested, 0.67% active; inhibition, % at 15 µM;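 active = compounds whose normalised, plate-corrected inhibition of enzyme fluorescence in the single-dose primary screen is 50% or more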;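 also: 0% = DMSO with enzyme and 100% = substrate without enzyme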
An asterisk follows results filed as active; i = inactive; . = no result given.

SMILES	CendR NRP1 mod	Neddylation inh	bovine MsrA act	PABP1 MLLE inh	SKN-1 inh	Rin1-Abl PPI inh	MT1-MMP act inh	E coli Lon inh	FAS TE block
COc1ccc(-c2cc(=O)c3cc(C)ccc3[nH]2)cc1	2	i	-2	-1	1	-1	0	-10	-6
Cn1cccc1CNC(=O)Nc1ccccc1	4	i	-12	-6	-6	1	-2	-3	-9
Nc1c(C(=O)N/N=C/c2ccc(OCc3ccccc3)cc2)cnn1-c1ccccc1	13	i	-1	0	14	1	6	0	-1
NC(=O)c1ccsc1NC(=O)COC(=O)CNC(=O)c1ccc(F)cc1	0	i	-3	-1	24	4	1	-2	-1
CC1=NCC(C)c2c1[nH]c1ccccc21 (configuration not stated)	-9	.	-11	-25	-22	1	-12	-8	-16
Cc1cccc(NC(=O)CN(C)S(=O)(=O)c2cccc3nsnc23)c1C	11	i	-4	6	-4	0	7	-2	-1
CCOC(=O)CNc1nc(-c2ccncc2)nc2ccccc12	-18	i	0	5	8	-1	0	-9	-2
CCNC(=O)CCSc1nnc(-c2ccco2)o1	-10	i	-1	-3	3	1	-1	-1	-13
C[C@@H]1CN(S(=O)C(C)(C)C)[C@H](CCO)/C1=C\CCO (some centres not stated)	-3	i	-1	-13	-6	-1	2	2	-10
CSCCC(NC(=O)c1ccco1)C(=O)NCc1ccc2c(c1)OCO2 (configuration not stated)	-5	i	0	7	-1	1	-4	0	-5
CC(C)C(=O)Nc1cccc(NC(=S)NC(=O)c2ccccc2Cl)c1	5	i	-6	31	9	-3	3	-7	2
COc1ccccc1NS(=O)(=O)c1ccc(C)c(NC(=O)C2CCCO2)c1 (configuration not stated)	-2	i	0	-19	2	1	-2	4	-6
CC(C(=O)NC1CCCCCC1)N(c1ccccc1)S(C)(=O)=O (configuration not stated)	22	i	-1	-8	11	1	-2	-8	-6
O=C(CS(=O)(=O)c1cccc(C(F)(F)F)c1)Nc1ccccc1Cl	-11	i	-4	-5	29	-1	-2	-7	-6
CCC(=O)C(C#N)(c1ccc(OC)c(OC)c1)C(C)C (configuration not stated)	12	i	-5	8	-14	3	-1	-2	-10
O=C(O)c1ccc2c3c(cccc13)C(=O)N(OS(=O)(=O)c1ccccc1)C2=O	-11	i	-3	-11	-5	0	2	9	-2
NC(=O)Cc1nc2scc(-c3ccc(Cl)cc3)c2c(=O)[nH]1	-19	i	-5	-4	-2	3	-7	-1	-4
NC(=O)c1ccccc1NC(=O)/C=C/c1cccc(Cl)c1	-12	i	-4	-12	5	1	3	0	-1
COc1ccccc1/C=C/C(=O)Nc1ccc2c(c1)OCCO2	4	i	-3	8	2	-1	1	-9	7
Cc1ccc(S(=O)(=O)N2CCN(Cc3nnc(-c4c(-c5ccccc5)noc4C)o3)CC2)cc1	-9	i	-3	10	26	4	-14	-7	26
CCn1c(SCC(=O)NC2CC2)nnc1-c1ccccc1	-1	i	-1	-5	-14	0	0	-5	-9
Cc1ccccc1C(=O)O/N=C(\N)c1ccccc1	2	i	-2	-1	18	-3	2	6	1
CCOc1ccc(/C=N/OCC(=O)Nc2ccc3c(c2)OCO3)cc1	32*	i	-3	9	0	0	0	-10	8
N#Cc1c(-c2ccc(Cl)cc2)c2c([nH]c1=O)-c1ccccc1OC2	4	.	-5	17	3	-3	6	3	2
Cc1ccc([C@H]2C[C@@H](O)[C@H](n3cc(COC(=O)c4ccccc4)nn3)CN2C(=O)c2cccs2)cc1	-4	i	7	-10	15	0	0	1	3
O=C(NNC(=O)c1ccccc1Br)c1cccs1	25*	i	-3	0	0	2	3	7	-1
O=C(N/C(=C/c1ccccc1)C(=O)N1CCCCC1)c1ccco1	-2	i	-2	-3	30	-1	-3	-5	-5
O=S(=O)(Nc1ccc(-c2cn3ccsc3n2)cc1)c1ccc2c(c1)OCCO2	-6	i	-7	-17	22	2	2	1	8
O=C(COC(=O)c1cnc(Cl)c(Cl)c1)NCc1ccc2c(c1)OCO2	-6	i	-5	-10	2	-4	2	-7	-7
CN(C)CCCn1c(=S)[nH]c2ccccc2c1=O	0	i	-9	-14	12	3	-2	-1	-11
CCCOC(=O)Nc1cccc(C(C)=O)c1	0	i	-4	5	5	0	4	-4	-6
Cc1cc(C)n2nc(CC(=O)NNC(=O)COc3ccccc3)nc2n1	8	i	-4	12	11	-2	-4	1	-5
C[C@H](NC(=O)[C@@H]1CCCN1C(=O)[C@@H]1CCCN1C(=O)c1cccc(Cl)c1)c1ccccc1	-8	i	-4	.	-4	.	3	-4	-11
CCOc1ccc(NC(=O)C2CCCN(S(=O)(=O)c3c(C)noc3C)C2)cc1 (configuration not stated)	3	i	-2	5	-4	3	1	1	-6
Cc1ccc(S(=O)(=O)N2CCCCC2c2cccnc2)c(C)c1C (configuration not stated)	0	i	-2	6	14	0	0	5	6
COc1ccc(NC(=O)N2Cc3ccccc3CC2C(=O)NC(C)(C)C)cc1 (configuration not stated)	5	i	1	1	8	4	-2	-9	-1

A draw from above in order of length of the SMILES, lowest first.
SMILES	CendR NRP1 mod	Neddylation inh	bovine MsrA act	PABP1 MLLE inh	SKN-1 inh	Rin1-Abl PPI inh	MT1-MMP act inh	E coli Lon inh	FAS TE block
Cc1ccc(S(=O)(=O)N2CCCCC2c2cccnc2)c(C)c1C (configuration not stated)	0	i	-2	6	14	0	0	5	6
O=C(N/C(=C/c1ccccc1)C(=O)N1CCCCC1)c1ccco1	-2	i	-2	-3	30	-1	-3	-5	-5
O=S(=O)(Nc1ccc(-c2cn3ccsc3n2)cc1)c1ccc2c(c1)OCCO2	-6	i	-7	-17	22	2	2	1	8
Cc1ccc([C@H]2C[C@@H](O)[C@H](n3cc(COC(=O)c4ccccc4)nn3)CN2C(=O)c2cccs2)cc1	-4	i	7	-10	15	0	0	1	3

The list goes on:
SMILES	CendR NRP1 mod	Neddylation inh	bovine MsrA act	PABP1 MLLE inh	SKN-1 inh	Rin1-Abl PPI inh	MT1-MMP act inh	E coli Lon inh	FAS TE block
Cc1ccc(C(C)C)c(OCCOCCN2CCNCC2)c1	-2	i	-2	5	0	0	0	-8	-8
COc1ccccc1NC(=O)CN1CCN(Cc2ccccc2)CC1	-6	i	-9	-3	-18	-3	2	-2	-6
O=C(NCc1ccc(Cl)cc1)c1ccc(CSc2nc3ccncc3[nH]2)cc1	4	i	0	-12	10	-2	-1	-3	-13
Cc1cc(Nc2cccc(F)c2)nc(NCc2ccccc2)n1	0	i	-6	1	7	-2	-6	-9	13
N#C/C(=C\c1ccc(OCc2ccc(Cl)cc2)cc1)C(=O)Nc1cccc(C(=O)O)c1	-17	i	-1	-1	15	-1	-1	-3	53*
O=C(Nc1ccc(Oc2ccc3ccccc3c2)cc1)c1ccco1	0	i	-2	3	18	0	3	0	28
COc1ccc(S(N)(=O)=O)cc1-c1nnc2c3ccccc3c(C)nn12	4	i	-2	-6	-6	3	1	7	2
O=C(Nc1ccc(S(=O)(=O)Nc2nccs2)cc1)C1CC(=O)N(c2ccccc2)C1 (configuration not stated)	-3	i	-1	-2	-2	2	-2	-3	-6
CCCN=C1N(CC)C[C@@H]2[C@@H]3C(=O)N(C)C(=O)[C@@H]3[C@](CC)(C(=O)OC)N12	17	i	-6	-9	1	-4	1	-2	-11
CCOC(=O)CCCCCC(=O)Nc1ccc2c(c1)C(=O)N([C@@H](C)CO)C[C@@H](C)[C@H](CN(C)S(=O)(=O)c1cccs1)OCCCC[C@H](C)O2	-13	i	-10	-9	-15	8.2*	-12	-10	-1
C#CCOC(=O)C(NC(=O)c1ccccc1)=C1CCCCC1	12	i	-2	-3	-20	-2	-4	-5	-4
COc1ccc([N+](=O)[O-])c(OC)c1C(=O)NC(=O)Nc1c(F)cc(F)cc1F	-6	i	-2	-2	0	0	2	-9	1
CC12CCC(C(=O)N3CCc4ccccc43)(CC1=O)C2(C)C (configuration not stated)	-10	i	0	0	-31	0	24	-11	0
COc1ccccc1CNC(=S)NC1CCCC1	5	i	-5	-51	-2	0	6	2	-10
Cc1nn2c(nc1=O)NNC2(C)C(C)(C)C (configuration not stated)	6	i	-4	13	-13	1	-1	2	-5
CCC(C)N(C(=O)COC(=O)CSc1ccc(C)c(C)c1)C1CCS(=O)(=O)C1 (configuration not stated)	0	i	0	-10	1	0	-1	10	-3
Fc1cccc(Cl)c1CNC(c1ccccc1)c1ccccc1	5	i	-10	7	-3	-1	-3	-12	25
COc1cc2c(cc1OC)CN(Cc1cc(=O)oc3c(C)c(C)ccc13)CC2	-17	.	-3	1	7	-2	-4	-3	0
COC(=O)c1ccc(CSc2nnc(-c3ccc4c(c3)OCO4)n2-c2ccccc2)o1	0	i	0	-53	3	4	5	-8	-5
CCCSc1nc2sc3c(c2c(=O)n1-c1ccc(OC)cc1)CCN(C)C3	-24	i	-3	-38	10	1	-1	-9	-14
O=C(Nc1ccccc1F)c1csc([C@@H]2C[C@H](O)[C@@H](CO)O2)n1	10	i	-6	-13	8	-3	2	-19	-10
Cc1cc(C)cc(C(=O)NN2CCOCC2)c1	4	i	-6	7	-23	0	-1	-1	-11
COc1ccc(OC)c(CCNC(=O)CCC(=O)N2CCOc3ccc(C)cc32)c1	5	i	0	11	-9	0	3	12	3
CCOc1ccc(NC(=O)CN(C)C(=O)c2c(C)nn(-c3ccc(F)cc3)c2Cl)cc1OCC	1	i	-4	4	7	2	3	-1	-4
COc1cc2c(cc1OC)CN(C(=O)CN1C(=O)NC3(CCCCC3C)C1=O)CC2 (configuration not stated)	-9	i	0	0	23	-1	1	-3	-5
COc1ccc(CN2CCNC(=O)C2CC(=O)N(C)Cc2ccccn2)cc1OC (configuration not stated)	7	i	-11	7	-2	2	0	4	-5
O=C(CN(CC1CCCO1)C(=O)CNS(=O)(=O)c1ccc(Cl)cc1)NC1CCCC1 (configuration not stated)	14	i	-2	-5	-4	1	0	-3	0
COc1cc(C)c(Cl)cc1S(=O)(=O)NCCN1CCOCC1	3	i	-2	-3	3	-1	-1	-2	-8
CCOc1ccc(NS(=O)(=O)c2cc(NC(=O)C3CC3)ccc2C)cc1Br	-7	i	-8	2	30	3	-3	4	12
O=C1C(Cc2ccccc2)SC(=Nc2ccccc2)N1c1ccccc1 (configuration not stated)	-8	i	-1	-4	1	-2	-4	-2	25
CC(=O)c1ccc(S(=O)(=O)N2CCN(c3nc(-c4cccnc4)nc4ccccc34)CC2)cc1	0	i	-3	-27	10	-3	-5	-24	17
O=C(CSc1nnc(N2CCCC2)n1-c1cccc(Cl)c1)N1CCN(c2ccccn2)CC1	0	i	-4	-10	14	3	1	9	-6
CCCCC(NC(C)=O)c1nc2ccccc2[nH]1 (configuration not stated)	-2	i	0	7	4	-4	4	-1	-3
CCCC1(C)NC(=O)c2ccccc2O1 (configuration not stated)	3	i	-2	2	4	-3	1	0	-2
CCCCCN1C/C=C\C(c2ccc(OC)cc2)N(Cc2ccc(F)cc2)C(=O)C1 (configuration not stated)	-12	i	0	0	25	1	-4	2	12
O=C(CSC(=S)N1CCCC1)NCC(=O)Nc1ccccc1Br	6	i	-5	-5	-16	3	8	-12	-3
Cc1nc(CN(C)Cc2nc(Cc3cccc(F)c3)no2)cs1	-12	i	-2	12	-1	0	-2	0	-3
COc1ccc(C(CNC(=O)CSc2ccccc2)N2CCOCC2)cc1 (configuration not stated)	3	i	-2	27	-1	2	-1	-9	-6
Cn1nccc1C(=O)N1CCCC(N2CCN(c3cccc(C(F)(F)F)c3)CC2)C1 (configuration not stated)	4	i	-1	2	13	0	-2	3	-4
O=C(CN1CCC(c2nc3ccccc3s2)CC1)N1CCCCC1	15	i	-5	4	-2	-1	2	-12	-3
